Screens (PubChem BioAssay)
TAAR1 antag = antagonists of human TAAR1 | AID 624466 | Q96RJ0 | CHO RD-HGA16 TAAR1, Fluo-8 calcium fluorescence, antagonist | inhibition, % at 3 µM | 360,000 tested, 1.5% active;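 active means inhibition above a per-plate cutoff, the mean inhibition of test compounds on that plate plus 3 SD, cut at about 49% in these data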;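 further: 0% = DMSO plus EC80 beta-PEA response and 100% = DMSO alone without agonist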
Target sequence (Q96RJ0 whole entry, looked up): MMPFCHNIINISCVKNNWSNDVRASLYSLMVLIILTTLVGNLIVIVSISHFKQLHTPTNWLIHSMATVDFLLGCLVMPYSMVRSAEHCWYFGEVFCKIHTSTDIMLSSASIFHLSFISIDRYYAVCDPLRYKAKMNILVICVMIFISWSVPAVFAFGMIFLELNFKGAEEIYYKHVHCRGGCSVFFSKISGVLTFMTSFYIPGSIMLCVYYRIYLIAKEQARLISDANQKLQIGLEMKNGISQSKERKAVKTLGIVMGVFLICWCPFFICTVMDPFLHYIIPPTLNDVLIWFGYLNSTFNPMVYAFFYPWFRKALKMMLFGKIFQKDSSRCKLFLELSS
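Test system: CHO RD-HGA16 cells bearing hTAAR1 | Reagent: β-PEA, EC80 | Compound dosing: 3 µM, single point | Schedule: Dye loading 75 min at 37 °C, then 30 min room temperature | Signal: Calcium fluorescence with Fluo-8 | Evaluation: Percent inhibition of PEA-evoked calcium signal, max/basal emission ratio | Control set: DMSO-only wells and EC80 β-PEA-stimulated wells | Repeats: Singlicate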
M1 antag = antagonists of human M1 muscarinic receptor; CHO-K1 hM1, Fluo-8 calcium fluorescence, ACh EC80 antagonist; P11229; 360,000 tested, 1.3% active; inhibition, % at 3 µM;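 active means percent inhibition above its own plate's cutoff, namely the mean of that plate's compound wells plus 3 SD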;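 further: peak over basal fluorescence ratio during 140 s after agonist addition; 0% = ACh EC80 plus DMSO and 100% = DMSO alone without agonist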
Target sequence (P11229 whole entry, looked up): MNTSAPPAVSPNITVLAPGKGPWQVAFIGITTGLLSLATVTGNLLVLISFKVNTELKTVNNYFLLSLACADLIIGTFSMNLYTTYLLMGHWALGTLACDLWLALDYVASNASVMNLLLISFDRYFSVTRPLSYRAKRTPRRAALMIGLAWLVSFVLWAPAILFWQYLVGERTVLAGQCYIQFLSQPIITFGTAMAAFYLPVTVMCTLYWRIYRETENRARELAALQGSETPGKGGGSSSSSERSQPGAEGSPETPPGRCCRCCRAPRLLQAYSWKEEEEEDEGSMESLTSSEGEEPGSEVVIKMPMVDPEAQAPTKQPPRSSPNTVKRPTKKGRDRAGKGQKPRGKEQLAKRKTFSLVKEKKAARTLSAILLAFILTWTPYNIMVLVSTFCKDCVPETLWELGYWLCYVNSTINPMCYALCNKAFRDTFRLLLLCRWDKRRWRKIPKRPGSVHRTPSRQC
CHO-K1 Ca antag = M1 antagonist counterscreen hit in parental CHO-K1 cells. ATP-induced calcium, Fluo-8 fluorescence. inhibition, % at 3 µM. 360,000 tested, 0.6% active. AID 602250;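 active means inhibition above a per-plate cutoff, the plate's mean sample inhibition plus 3 SD, cut at about 24% in these data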;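 further: 0% = DMSO plus EC80 ATP and 100% = DMSO alone without ATP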
TAAR1 ag = human TAAR1 agonism; Q96RJ0; CHO RD-HGA16 TAAR1, Fluo-8 calcium fluorescence; vehicle wells 0%, saturating PEA agonist 100%; activation, % at 3 µM; 360,000 tested, 0.99% active; AID 624467;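 active means activation above the mean activation of all test compounds in the run plus 3 SD, cut at about 38% in these data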
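Test system: RD-HGA16 (CHO) cells co-expressing Gα16 and hTAAR1 / Benchmarks: DMSO vehicle as 0%, PEA at EC100 as 100% / Repeats: no replicates (n 1) / Measure: % activation from peak over basal fluorescence ratio, DMSO-to-PEA scaled / Timing: 17-24 h plating, Fluo-8 75 min 37 °C, 30 min RT / Technique: kinetic Fluo-8 calcium fluorescence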
OXTR potentiator = human OXTR potentiation; CHO-OTR cells, Fluo-8 calcium fluorescence, potentiator mode; 0% = oxytocin EC15, 100% = EC100; activation, % at 3 µM; 320,000 tested, 0.061% active; AID 2445;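 active means activation above that plate's cutoff, the mean activation of tested compounds plus 3 SD, cut at about 6.6% in these data, passing the limit was not always enough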;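 further: 100% uses oxytocin at 75 nM as the full agonist control; some results filed as inactive read as strong as hits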
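System: human OTR in CHO cells / Also added: sub-maximal oxytocin, roughly EC15 / Control set: EC15 oxytocin low, 75 nM oxytocin high / Schedule: 6 min compound pre-incubation at room temperature, 100 s kinetic read / Compound: single-point 3.0 µM / Replication: singlicate / Technique: Fluo-8 calcium dye fluorescence / Read-out basis: % activation of max/min ratio relative to oxytocin controls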
CHO parental Ca = counter-screen for OX1R antagonists: effect in parental CHO cells. 330,000 tested, 0.63% active. inhibition, % at 5.6 µM. parental CHO-K1, ATP-induced calcium, Fluo-8 fluorescence;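 active means inhibition above that plate's mean sample inhibition plus 3 SD, cut at about 26% in these data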;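 further: 0% = ATP-challenged DMSO wells and 100% = DMSO wells without ATP; some compounds past the cut are filed as inactive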
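Assay system: untransfected parental CHO cell line. Also added: ATP agonist challenge. Dosing: one dose, 5.6 µM nominal. Measured by: Fluo-8 fluorescence. Read-out: % inhibition. Benchmarks: ATP wells versus no-ATP DMSO wells. Repeats: no replicates.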
CHO-K1 Ca ag = nonselective activator or artifact in parental CHO-K1 cells | Fluo-8 calcium fluorescence; scaled to maximal ATP response, vehicle zero | activation, % at 3 µM | 360,000 tested, 0.48% active; in the data active means activation above about 15%;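 further: untransfected CHO-K1 host cells lacking M1 receptor as counterscreen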
CHRM1 agonist = activates human CHRM1 receptor. P11229. CHO-K1 hM1, Fluo-8 calcium fluorescence, agonist mode; 0% DMSO, 100% acetylcholine EC100. activation, % at 3 µM. 360,000 tested, 0.33% active. AID 588814;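 active means activation above the run's mean compound activation plus 3 SD, cut at about 16% in these data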;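 further: peak over basal fluorescence ratio within a 140 s kinetic read after compound addition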
M1 PAM parental = nonselective activator or artifact in parental CHO-K1 calcium assay; 360,000 tested, 0.02% active; ATP EC20, Fluo-8 calcium fluorescence; 0% at ATP EC20, 100% at ATP max; activation, % at 3 µM; AID 602247;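 active means activation above the run cutoff, the mean activation of all test compounds plus 3 SD, cut at about 40% in these data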;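 further: peak over basal fluorescence ratio in a 140 s read after ATP addition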
* marks the source's active call; other numbers are inactive results; · = not tested or not shown. Compounds were not picked by outcome (roughly 4.2% active in at least one column).

SMILES	TAAR1 antag	M1 antag	CHO-K1 Ca antag	TAAR1 ag	OXTR potentiator	CHO parental Ca	CHO-K1 Ca ag	CHRM1 agonist	M1 PAM parental
COc1ccccc1/C=C/C(=O)Nc1ccc(S(=O)(=O)Nc2cc(C)nc(C)n2)cc1	9	-5	1	3	-1	-13	0.5	-2	-17
CC(C)CC(=O)N1CCN(Cc2cccc(Cl)c2)CC1	-23	-16	-8	5	-2	0	0.5	-8	9
CC1(CCc2ccc3c(c2)OCO3)NCCc2c1[nH]c1ccccc21 (stereo not drawn)	10	-6	5	49*	-16	13	21*	-1	-3
CC(=O)N1CCN(c2ccnc3cc(Cl)ccc23)CC1	-21	-12	-8	2	-4	-17	0.7	-2	16
Cc1ccc(OCCN2CCN(c3ncnc4sc(C)c(C)c34)CC2)cc1	14	17*	16	3	-7	4	6.7	-4	13
O=C(NC(=S)NCC1CCCO1)C(c1ccccc1)c1ccccc1 (stereo not drawn)	-22	-8	-7	4	-2	-12	0.0	-5	6
CC(C)CCNC(=O)CCC(=O)NNc1nc2ccccc2c2nc(-c3ccccc3)nn12	20	1	-10	8	0	-15	0.5	0	8
O=C(COc1ccc(F)c(Cl)c1)Nc1ccc(N2CCOCC2)cc1	-10	-9	-19	6	-5	-11	1.5	0	18
COC(=O)C1(C(F)(F)F)N=C2Sc3ccccc3N2C(N2CCOCC2)=N1 (stereo not drawn)	12	-11	-8	0	-2	6	-0.3	-7	16
O=C(CN1CCN(CN2C(=O)NC3(CCCCCC3)C2=O)CC1)Nc1ccc(F)cc1	-14	-9	-17	9	-4	5	1.6	-4	19
Cn1c(=O)n(C)c2cc(NS(=O)(=O)c3ccc(Cl)s3)ccc21	12	-5	-2	1	-9	-21	0.2	2	7
O=C1OC(c2ccc(F)cc2)=C/C1=C\c1ccc(O)cc1	2	-12	-8	1	1	-8	0.8	-4	-3

Molecules shown so far that have a thiophene ring, fused or not:
SMILES	TAAR1 antag	M1 antag	CHO-K1 Ca antag	TAAR1 ag	OXTR potentiator	CHO parental Ca	CHO-K1 Ca ag	CHRM1 agonist	M1 PAM parental
Cc1ccc(OCCN2CCN(c3ncnc4sc(C)c(C)c34)CC2)cc1	14	17*	16	3	-7	4	6.7	-4	13
Cn1c(=O)n(C)c2cc(NS(=O)(=O)c3ccc(Cl)s3)ccc21	12	-5	-2	1	-9	-21	0.2	2	7

Further records
SMILES	TAAR1 antag	M1 antag	CHO-K1 Ca antag	TAAR1 ag	OXTR potentiator	CHO parental Ca	CHO-K1 Ca ag	CHRM1 agonist	M1 PAM parental
CCOc1ccccc1C(=O)NC(C(=O)Nc1cccnc1)C(C)C (stereo not drawn)	12	-10	-3	5	-16	-22	0.7	-2	-13
COc1ccc(OCC(N)=O)cc1	-2	-19	1	9	-14	4	-0.1	-4	-11
CC(=O)Cc1nsc(NC(=O)c2cc(-c3cccc(C(F)(F)F)c3)oc2C)n1	0	-6	-6	1	-4	1	0.1	-1	0
O=C(CN1CCOCC1)N/N=C/c1c(O)ccc2ccccc12	18	-23	12	3	-2	-12	-0.1	3	-16
COc1ccc2cc(CN(C(=O)Nc3ccccc3)C3CCCC3)c(=O)[nH]c2c1	14	-8	-5	1	2	-1	0.6	-7	0
CC(=O)Nc1ccc(S(=O)(=O)NC(C)C(=O)NCCc2ccc(F)cc2)cc1 (stereo not drawn)	-5	4	-1	15	-9	-9	0.0	-11	-12
CCCn1c(C)cc(C(=O)COC(=O)c2cc(=O)[nH]c3ccccc23)c1C	-2	-10	-1	4	·	·	0.1	-3	0
CC(C)CC(=O)Nc1ccnn1C1CCN(C(=O)c2ccc(Cl)cc2F)CC1	-10	-5	-3	1	4	-21	0.5	-1	-9
O=C(O)c1cc([N+](=O)[O-])ccc1C(=O)Nc1cccc([N+](=O)[O-])c1	-8	-7	8	1	6	-2	-0.3	-2	-13
CSc1ncccc1C(=O)OCC(=O)N1CC2(C)CC1CC(C)(C)C2 (stereo not drawn)	17	-10	-10	3	-4	-19	2.8	-3	20
CNC(=O)Nc1cccc(-c2ccnc(C)n2)c1	-7	-15	-2	1	-7	10	20*	-2	-2
CC1CCc2sc(C(=O)OCC(=O)NCc3ccccc3)cc2C1 (stereo not drawn)	39	-1	-12	43*	-7	1	1.8	-9	6
COc1ccc(NC(=O)CCS(=O)(=O)c2ccc3c(c2)CCN3C(C)=O)cc1	-25	-11	-17	6	-2	-6	1.5	-4	12
NC(=O)NCc1ccccc1	2	4	-8	6	6	-2	0.2	3	-12
CSc1ccc(CNc2ncc(-c3cccc([N+](=O)[O-])c3)n2C)cc1	0	65*	18	1	-1	-15	-0.3	-9	-19
COc1cccc(N2C(=O)C3C(C2=O)C2C=CC3C23CC3)c1 (stereo not drawn)	9	-25	-10	0	-3	-46	0.3	-4	19
COc1ccccc1-n1c(SCC(=O)Nc2ccc(NC(C)=O)cc2)nc2c([nH]c3ccccc32)c1=O	-16	-7	8	0	-2	-8	0.0	-2	-1
CC(C)C(=O)N1CCN(c2ccc(NC(=O)c3ccc4c(c3)OCCO4)cc2)CC1	10	-1	-19	9	-7	1	2.0	-3	14
C/C(CC(=O)Nc1ccc(Cl)cc1Cl)=N\NC(N)=S	9	-3	-2	3	-5	-11	-0.3	-3	13
Cc1ccc(S(=O)(=O)N2CCN(C(=O)COc3ccc(Br)cc3)CC2)cc1	10	-13	-15	-1	-6	-19	0.3	-2	-3
O=C(Cn1c(C(F)(F)F)nc2ccccc21)NCCCN1CCOCC1	5	-11	-1	18	-1	-12	0.3	-4	9
O=C(O)CC(NC(=O)C(F)(F)F)c1ccc2c(c1)OCO2 (stereo not drawn)	9	4	7	3	3	4	-0.2	0	-6
COc1ccc(/C=C(/C(=O)NCc2ccccc2)c2ccccc2)cc1	12	-4	-6	5	-10	-30	0.5	-8	16
Cn1nc(C(F)(F)F)c(C(=O)Nc2ccc(F)cc2F)c1Cl	9	7	0	4	-6	2	6.0	-9	23
CN(CC(=O)NCCc1ccccc1)Cc1ccco1	8	-4	-13	-2	-9	-3	0.3	-6	11
CCOc1ccc(C(=O)CCN2CCCCCC2)cc1	-3	3	-7	15	2	-1	0.5	-5	8
COc1ccc(C(CNC(=O)COc2ccc(C)c(C)c2)N2CCCCC2)cc1 (stereo not drawn)	-28	-4	-10	-2	-6	-28	0.2	-5	3
CC(C)(C)N1CC(C(=O)Nc2ccc(C#N)cc2)CC1=O (stereo not drawn)	4	-10	-3	4	-13	2	-0.3	-3	35
O=C(CN1N=C(c2ccccc2)CCC1=O)NCc1ccco1	2	·	·	5	2	-3	·	·	·
CC(C)=CCN1CCN(Cc2c[nH]c3ccccc23)CC1CCO (stereo not drawn)	-14	10	-6	5	-2	-11	1.4	-6	8
Oc1ccc2ccccc2c1C=NC12CN3CCN(CN(C3)C1)C2	0	-3	-11	2	-17	0	1.0	-4	13
CCCc1oc2c(c(=O)c1CC)C(=O)CC(C)(C)C2	-15	-11	3	11	0	-11	0.3	-5	11
CC(=O)Nc1nc2cc3c(cc2s1)OCCO3	6	-3	11	0	-3	3	0.1	-1	-5
FC(F)(F)c1cccc(-c2cc(C3CCNCC3)[nH]n2)c1	20	-2	-8	6	-5	-10	1.2	-4	1
CCC(=O)N1CCCC1(C)C(=O)Nc1ccc2nc(C)ccc2c1 (stereo not drawn)	-5	-5	5	3	·	·	0.2	-2	17
Nc1c(N=Nc2cccc(Cl)c2)c(=O)[nH]n1-c1ccccc1	5	-17	-7	3	-8	-25	0.4	-2	22
COc1ccc(CCNC(=O)[C@@H](NC(=O)N2CC(=O)Nc3ccccc32)C(C)C)cc1OC	-5	-3	-12	0	-7	1	-0.1	-2	4
CCN(CC)C(=O)c1cccc2c1C(=O)c1ccccc1-2	-3	-4	2	5	1	-13	-0.2	-1	-11
CC1CN(C(=O)c2ccccc2NS(=O)(=O)c2ccc(Cl)cc2)CC(C)O1 (stereo not drawn)	-8	-9	-10	1	3	-16	0.3	-2	-10
CCOC(=O)CSc1nc2cc(C(=O)N3CCC(C(N)=O)CC3)ccc2c(=O)n1-c1ccccc1	·	-5	-1	·	-4	-8	0.5	-6	11
COc1ccc(Cl)cc1-c1nc(-c2ccc(NC(=O)c3cccs3)cc2)no1	·	-7	-9	·	-14	-17	1.3	-5	21
CC(C)N(C)c1ncnc2c1ncn2[C@H]1CN(CCc2ccccc2)C[C@@H](CO)O1	-13	-18	0	48*	·	·	-0.3	-4	-4
CCC(CC)NC(=O)c1cccc(Oc2ccccc2)c1	-6	4	-9	8	-5	-21	-0.8	-15	-5
COc1ccc(Cl)cc1N1C(=N)SCC1=O	2	-3	-11	1	0	-12	0.7	-8	24

In the list so far, 7 have an NH in an aromatic ring.
SMILES	TAAR1 antag	M1 antag	CHO-K1 Ca antag	TAAR1 ag	OXTR potentiator	CHO parental Ca	CHO-K1 Ca ag	CHRM1 agonist	M1 PAM parental
CC1(CCc2ccc3c(c2)OCO3)NCCc2c1[nH]c1ccccc21 (stereo not drawn)	10	-6	5	49*	-16	13	21*	-1	-3
COc1ccc2cc(CN(C(=O)Nc3ccccc3)C3CCCC3)c(=O)[nH]c2c1	14	-8	-5	1	2	-1	0.6	-7	0
CCCn1c(C)cc(C(=O)COC(=O)c2cc(=O)[nH]c3ccccc23)c1C	-2	-10	-1	4	·	·	0.1	-3	0
COc1ccccc1-n1c(SCC(=O)Nc2ccc(NC(C)=O)cc2)nc2c([nH]c3ccccc32)c1=O	-16	-7	8	0	-2	-8	0.0	-2	-1
CC(C)=CCN1CCN(Cc2c[nH]c3ccccc23)CC1CCO (stereo not drawn)	-14	10	-6	5	-2	-11	1.4	-6	8
FC(F)(F)c1cccc(-c2cc(C3CCNCC3)[nH]n2)c1	20	-2	-8	6	-5	-10	1.2	-4	1
Nc1c(N=Nc2cccc(Cl)c2)c(=O)[nH]n1-c1ccccc1	5	-17	-7	3	-8	-25	0.4	-2	22
